5HT1E ag – 5-HT1E receptor agonists, primary screen, cell-based, HTS | 5-hydroxytryptamine receptor 1E (Homo sapiens), P28566 | CHO 5-HT1E Ga15 NFAT-bla reporter, FRET; 0% DMSO wells, 100% control agonist wells | activation, % at 6 µM | hit rate 0.69% among 65,000 | AID 574, 2007;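 active = activation above a set limit, the screen-wide mean activation plus 3 SD, cut at about 8.5% in these data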;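 also: 100% = positive control agonist at 1 µM giving full maximal response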
Target sequence (P28566 whole entry, looked up): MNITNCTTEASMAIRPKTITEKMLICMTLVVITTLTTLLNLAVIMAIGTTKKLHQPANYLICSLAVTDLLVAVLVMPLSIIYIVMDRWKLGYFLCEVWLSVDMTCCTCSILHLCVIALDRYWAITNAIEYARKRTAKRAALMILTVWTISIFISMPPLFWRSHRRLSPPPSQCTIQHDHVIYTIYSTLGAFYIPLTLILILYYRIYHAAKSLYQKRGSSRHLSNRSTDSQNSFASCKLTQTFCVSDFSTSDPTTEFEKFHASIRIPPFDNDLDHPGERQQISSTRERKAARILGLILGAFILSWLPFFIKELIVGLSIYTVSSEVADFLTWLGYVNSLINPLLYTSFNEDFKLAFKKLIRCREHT
RORa activator – activators of orphan receptor RORA, primary screen, cell-based, luminescence | hit rate 1.5% among 65,000 | AID 560, 2006 | activation, % at 10 µM | CHO-K1 Gal4-RORA LBD luciferase reporter; percent increase over mock-subtracted basal signal;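 active = activation above the mean of all tested compounds plus 3 SD, cut at about 49% in these data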;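 also: 0% = DMSO-treated RORA cells and 100% = added signal equal to DMSO minus mock-transfected cells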
5HT1E antag – 5-HT1E receptor antagonists, primary screen, cell-based, HTS; 5-hydroxytryptamine receptor 1E (Homo sapiens), P28566; CHO 5-HT1E Ga15 NFAT-bla reporter, FRET, antagonist; inhibition, % at 6 µM; hit rate 0.99% among 65,000;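 active = inhibition above a set limit, the mean inhibition across every tested compound plus 3 SD, cut at about 29% in these data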;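 also: signal is the 460 over 535 nm emission ratio of beta-lactamase substrate; 0% = agonist plus DMSO wells and 100% = wells without agonist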
S1P1 ag pot – S1P1 agonists and agonism potentiators, primary screen, cell-based, primary and confirmation screens, CRE-bla reporter; Sphingosine 1-phosphate receptor 1 (Homo sapiens), P21453; S1P1 CRE-bla cells, forskolin, beta-lactamase FRET, potentiator mode; S1P1 agonist co-added at EC20, 2 nM; 100% = saturating reference agonist, 0% = basal; activation, % at 9.5 µM; hit rate 0.57% among 56,000; AID 449, 2006;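 active = activation above a cutoff set at the mean activation of all tested compounds plus 3 SD, cut at about 54% in these data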;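 also: forskolin at 4 µM as EC80 and the EC20 agonist is SEW2871; 100% = SEW2871 at its EC100 plus forskolin at EC80; some compounds past the cut are filed as inactive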
S1P3 agonist – human S1P3 receptor agonists, primary screen, cell-based, primary and confirmation, NFAT-BLA reporter; Sphingosine 1-phosphate receptor 3 (Homo sapiens), Q99500; activation, % at 4.5 µM; hit rate 0.1% among 60,000; S1P3 NFAT-BLA reporter cells, agonism, FRET ratio; relative to 1 µM S1P, basal subtracted;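 active = activation above the screen-wide mean plus 3 SD, cut at about 4.5% in these data, passing the limit was not always enough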; also: some compounds called inactive have numbers as strong as hits
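Material: Human S1P3 NFAT-BLA reporter CHO cells | Incubation: Overnight plating, 4 h compound 37 °C, 2 h substrate RT | Signal: FRET β-lactamase substrate fluorescence, excitation 405 nm, 460/535 nm emission ratio, background-subtracted | Compound: 4.5 µM final, single dose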
SF1 activator – activators of human SF-1, primary screen, cell-based, CHO-K1, Gal4-SF-1 LBD, luciferase luminescence | hit rate 1.9% among 65,000 | CHO-K1 Gal4-SF-1 LBD luciferase reporter; % increase over DMSO SF-1-specific signal | AID 522, 2006 | activation, % at 10 µM;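 active = activation above the mean activation of all tested compounds plus 3 SD, cut at about 50% in these data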
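Material: Transient Gal4-SF-1 LBD reporter, CHO-K1 | Input: 4,000 cells/well | Dosing: One dose, 10 µM compound, 1% DMSO | Incubation: 20 h compound treatment, 37 °C | Detection: SteadyLite luciferase luminescence | Evaluation: Percent activation relative to DMSO median and mock-transfected background | Benchmarks: DMSO-treated SF-1-transfected cells as negative, DMSO-treated mock-transfected cells lacking SF-1 as background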
5-HT1A blocker – human 5-HT1a receptor antagonists, primary screen, cell-based, CHO, Ga15 NFAT-bla reporter | 5-hydroxytryptamine receptor 1A (Homo sapiens), P08908 | CHO 5-HT1a Ga15 NFAT-bla reporter, antagonist mode | inhibition, % at 10 µM | hit rate 0.68% among 62,000 | AID 612, 2007;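 active = inhibition above the mean of all tested compounds plus 3 SD, cut at about 43% in these data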;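 also: receptor stimulated by 5-CT agonist at 100 nM near EC80; beta-lactamase reporter measured by ratiometric fluorescence of a cleavable substrate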
Target sequence (P08908 whole entry, looked up): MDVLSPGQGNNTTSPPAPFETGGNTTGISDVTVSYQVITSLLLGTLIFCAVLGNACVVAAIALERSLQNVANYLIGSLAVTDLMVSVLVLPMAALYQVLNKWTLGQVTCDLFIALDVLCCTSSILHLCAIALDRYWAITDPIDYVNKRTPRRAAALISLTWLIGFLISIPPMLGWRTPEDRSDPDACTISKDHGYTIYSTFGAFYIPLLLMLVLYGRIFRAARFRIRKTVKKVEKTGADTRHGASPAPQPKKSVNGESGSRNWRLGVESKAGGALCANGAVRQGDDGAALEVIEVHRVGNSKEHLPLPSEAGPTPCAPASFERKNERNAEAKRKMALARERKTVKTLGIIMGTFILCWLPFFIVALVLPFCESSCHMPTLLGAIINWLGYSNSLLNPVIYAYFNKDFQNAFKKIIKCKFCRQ
tolC growth inh – growth inhibitors of E. coli tolC mutant, primary screen, strain BW25113 ΔtolC::kan, 384-well. OD615. growth inhibition, % at 10 µM (by protocol). hit rate 2.2% among 65,000;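 active = growth inhibition at or above a cutoff equal to the mean over every tested compound plus 3 SD, cut at about 60% in these data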;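 also: growth measured after 20 h incubation at 37 °C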
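signal = optical density read at 615 nm | test system = E. coli ΔtolC::kan strain BW25113 | timing = 20 h compound exposure of bacteria at 37 °C | buffer or medium = LB medium plus 50 µg/mL kanamycin | compound dosing = 10 µM final, single dose | evaluation = % inhibition of E. coli growth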
AP complement – alternative complement pathway inhibitors, primary screen, biochemical, ELISA, human serum, orthogonally pooled compounds. LPS-coated ELISA, C3 deposition; tested in compound mixtures. inhibition, % at 5 µM. hit rate 0.08% among 62,000;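 active = inhibition above 30% in each of the two pooled mixtures holding the compound, so the lower value exceeds 30%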;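 also: 0% = serum in Mg-EGTA without compound and 100% = EDTA serum blank; some compounds past the cut are filed as inactive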
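Test system – human serum alternative complement pathway, C3 deposition on LPS-coated wells · Buffer or medium – diluted human serum in Mg2+-EGTA GVB++ · Compound dosing – 5 µM each compound, pools of ten, 50 µM per pool · Schedule – 1 h serum-compound exposure at 37 °C · Measured by – Anti-C3 ELISA, OD 450 nm · Read-out basis – percent inhibition of C3 deposition onto LPS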
* = called active by the depositor; . = no result given. Rows were taken by chance; any-hit rate near 7.1%.

Compound	5HT1E ag	RORa activator	5HT1E antag	S1P1 ag pot	S1P3 agonist	SF1 activator	5-HT1A blocker	tolC growth inh	AP complement
COc1ccc(NS(=O)(=O)c2ccc(SC)cc2)cc1	-1.8	-13.1	7.0	21.4	-1.1	-3.0	24.1	24.5	3.4
Cc1ccc(C)c(N2CCN(C(=O)c3cc4sccc4n3C)CC2)c1	-0.7	-19.8	-11.6	-23.1	-0.2	-11.9	4.7	76.3*	6.0
Cc1ccc(-c2cn3c(n2)CCCC3)cc1	0.1	-12.5	-1.1	2.8	-1.1	4.4	2.6	5.4	6.3
Cc1ccc(-n2c(=O)[nH]c3c(C(N)=O)nc(-c4ccc(C)o4)nc32)cc1	0.2	1.6	2.2	-1.3	-0.5	6.8	-2.9	1.6	16.6
CCOc1ccc(Cc2nnc(SCC(=O)c3ccc(OC)cc3)o2)cc1	0.6	-21.3	-21.3	.	.	-9.6	-3.5	19.1	13.9
Cc1ccc(/C=c2\sc3nc(-c4cccs4)nn3c2=O)o1	0.1	5.4	1.9	-10.9	-0.7	-11.5	-15.5	5.3	19.0
Cc1cc(C)n(-c2nc(-n3nc(C)cc3C)c3c4c(sc3n2)COC(C)(C)C4)n1	0.5	-4.8	4.8	.	.	7.3	-2.4	13.5	0.3
CC(=O)NCC(=O)OCN1C(=O)c2ccccc2C1=O	-0.9	-13.2	1.7	7.2	-4.8	-7.1	.	-4.2	.
CCn1c(C(C)NC(C)=O)nc2ccccc21 (centres undefined)	2.1	-15.8	-0.5	-11.2	-0.4	11.2	-5.9	-18.9	4.0
CCOC(=O)CSC1=C(C#N)C(c2ccccc2)C(C(C)=O)=C(C)N1 (centres undefined)	-0.1	-10.4	6.8	-14.2	-1.2	-9.2	-9.4	41.1	19.9
CC12CC(c3ccccc3O1)C(C(=O)NCc1ccccc1)C(=O)N2 (centres undefined)	1.3	-2.6	-22.2	-8.1	-0.1	2.8	4.3	-7.7	-5.0
CCOC(=O)C1=C(C)NC(=O)NC1c1cc2c(cc1Br)OCO2 (centres undefined)	0.1	-8.7	1.9	-9.1	-1.1	-4.1	-1.4	0.3	15.1
CC(C)C1Cc2c(C#N)c(N)sc(=S)c2CO1 (centres undefined)	-0.6	-6.0	4.9	12.7	-2.9	7.9	.	5.3	-5.0
O=C(c1cnc2ccccn2c1=O)N1CCc2ccccc21	-0.8	48.2	0.5	-0.1	-1.2	8.4	-1.2	-6.1	1.9
CCOC(=O)c1c(NC(=O)CNCCO)sc(C)c1C	-1.2	-6.3	3.3	-1.1	-1.1	2.1	9.5	-3.6	14.1
COc1ccc(C2C=C(C)Nc3nc(SC)nn32)cc1 (centres undefined)	1.2	1.0	0.1	-20.1	-0.4	-12.9	-4.2	-22.7	18.7
Cc1ccc(-n2ncc3c(NCCCn4ccnc4)ncnc32)c(C)c1	0.3	12.3	3.6	-20.8	-0.8	1.3	5.0	-9.0	19.2
CCn1c(SCC(=O)N2CCCc3ccccc32)nnc1-c1c[nH]c2ccccc12	0.9	-28.6	1.6	.	-1.2	15.2	-4.5	7.8	-7.7
O=C(CC(c1ccc(F)cc1)c1ccco1)N1CCOCC1 (centres undefined)	0.3	-5.5	-5.4	-3.8	0.2	3.2	-7.7	-5.1	21.3
O=C(NC(Nc1ncccn1)C(=O)c1ccccc1)c1ccccc1 (centres undefined)	-0.7	-6.0	2.4	-19.0	-0.6	-13.5	-4.6	6.2	7.3
O=C(O)CCSc1nnnn1-c1ccccc1	-0.6	3.1	7.5	-1.1	-0.1	3.0	6.1	-15.8	-25.1
c1cncc(-c2nc(-c3ccco3)cs2)c1	0.4	-5.8	-2.1	-6.8	-0.4	-9.3	11.8	1.9	2.9
CC(C)(C)OC(=O)N1CCC[C@H]1c1nnc(SCc2c(F)cccc2Cl)o1	0.6	-1.8	-0.6	33.0	-0.9	-9.0	6.9	31.2	-14.1
CCOC(=O)N1CCC(NC(=O)CSCc2nc(-c3cccc(OC)c3)oc2C)CC1	0.7	14.1	8.5	12.2	-1.2	-0.3	1.0	-3.0	4.7
Cc1csc(NC(=O)CSc2nnc(-c3ccoc3C)o2)n1	-0.3	60.6*	1.5	-5.8	-1.4	29.6	5.3	8.2	-7.2
O=C(c1ccco1)N1CCN(c2cc(C(F)(F)F)nc3ncnn23)CC1	-0.2	-24.1	-1.1	4.1	-0.4	-8.7	-4.7	-29.2	-6.0
CC1(C)S[C@@H]2[C@H](NC(=O)[C@H](N)c3ccccc3)C(=O)N2[C@H]1C(=O)O	-0.1	-8.7	-10.1	-4.7	0.9	-0.4	.	12.2	23.3
O=C(O)CCC(=O)N1CCc2cc(S(=O)(=O)N3CCCCC3)ccc21	-0.9	-3.0	-7.1	1.8	-0.8	6.2	6.5	-8.2	-2.6
Cc1ccc(CS(=O)(=O)CCC(=O)NCC2CCCO2)cc1 (centres undefined)	-1.2	-7.7	5.0	0.2	-0.7	-23.1	5.2	-9.9	5.5
CCOC(=O)C(NC(=O)c1ccc(F)cc1)(Nc1nnc(C)s1)C(F)(F)F (centres undefined)	-0.4	-26.6	1.1	3.1	-0.1	9.0	11.9	-23.4	11.1
COC(=O)c1sc(=S)n(-c2ccccc2)c1N	-2.0	-19.3	-7.9	.	.	-14.0	0.5	-12.6	16.2
CC1CCCN(Cc2nc3c(c(=O)n(C)c(=O)n3C)n2Cc2c(F)cccc2Cl)C1 (centres undefined)	0.6	-0.8	-2.0	-6.3	-1.3	-8.2	20.4	0.2	20.8
O=C1c2ccccc2C(=O)N1CCCc1nc2ccccc2c(=O)n1-c1cccnc1	-0.8	-8.4	1.8	-21.5	0.6	-15.9	-6.8	-10.5	6.0
Cc1noc(/C=C/N(C)C)c1S(=O)(=O)N1CCCC(C(=O)NCc2cccs2)C1 (centres undefined)	0.2	-4.6	8.1	-30.0	-0.2	-11.4	-4.7	-7.0	-4.5
CCc1nc2oc3cc(OC)ccc3c(=O)c2c(=O)n1-c1ccccc1	0.0	24.0	18.7	2.4	-0.8	7.9	3.9	-21.3	9.3
CCN1C(=O)C(NC(C)=O)c2cc(OC)ccc21 (centres undefined)	0.1	1.5	-11.4	-14.8	0.1	10.1	-5.9	-24.0	9.8
CCCCOC(=O)Nc1ccc(S(=O)(=O)Nc2nc(C)cc(C)n2)cc1	11.5*	-4.2	10.9	1.9	-1.1	3.6	.	4.9	.
CCCn1c(-c2ccc(OC)cc2)nc2nc3ccccc3nc21	-0.4	3.8	-0.8	-21.5	0.6	19.9	1.7	-11.6	17.0
O=C(CC(C(=O)N1CCc2ccccc21)n1ccnc1)NCC1CCCO1 (centres undefined)	-1.1	7.5	9.7	-3.3	-2.7	13.4	0.8	-20.5	13.6
FC(F)(F)c1cccc(-c2ccc(-c3csnn3)o2)c1	0.1	7.5	8.6	.	.	7.8	-5.5	-9.8	2.9
C=CCn1c(=N)c(C(=O)NCCCOC)cc2c(=O)n3cc(C)ccc3nc21	4.3	-15.0	-5.0	-46.9	2.1	4.1	-34.0	-16.2	2.5
O=C(COC(=O)c1ccccc1Oc1ccccc1)NCc1ccco1	0.0	-5.5	9.5	.	.	-11.8	-4.4	-6.0	5.4
COc1ccc(OC)c(NC(=O)CCN2CCCC(C)C2)c1 (centres undefined)	-0.6	-27.0	-4.1	-19.6	0.2	1.5	-7.2	-32.4	13.3
CC(=O)c1ccc(NC(=O)c2ccn[nH]2)cc1	-0.9	23.6	3.1	-10.0	0.3	39.5	-6.6	-28.4	1.3
COc1ccc2sc(NC(C)=O)nc2c1	0.0	56.3*	-10.7	-6.7	-0.5	49.5*	-5.8	-2.8	2.8
CC(=O)c1cc2c(cc1NC(=O)CN1CCN(c3cccc(C(F)(F)F)c3)CC1)OCO2	1.0	-11.8	-8.2	.	.	9.6	-5.7	-13.6	12.5
Cc1ccc(S(=O)(=O)Nc2nc3ccccc3nc2NCc2ccco2)cc1	0.3	27.1	5.2	20.6	0.1	49.0	40.2	20.1	-11.6
c1ccc(-c2cc(-c3nc(-c4ccccn4)no3)c3ccccc3n2)cc1	0.8	-0.1	2.1	-6.8	-2.6	-15.4	-3.6	-8.2	10.0
O=C(O)C1Sc2[nH]c(=O)sc2C2c3cc(Cl)ccc3OC(=O)C12 (centres undefined)	0.3	-4.3	-1.9	5.3	-0.1	6.1	-9.7	-2.9	-0.5
Cc1ccc(S(=O)(=O)N2C(=O)CCC2C(=O)NCc2ccco2)cc1 (centres undefined)	0.7	24.1	-3.2	.	-0.3	9.9	-2.3	-11.2	10.3

Next part
Compound	5HT1E ag	RORa activator	5HT1E antag	S1P1 ag pot	S1P3 agonist	SF1 activator	5-HT1A blocker	tolC growth inh	AP complement
CCOC(=O)C1CCCN(Cc2nc(N)nc(Nc3ccc(Cl)cc3)n2)C1 (centres undefined)	0.3	-0.2	1.8	0.5	-0.8	-4.0	1.7	13.8	10.1
CC[C@@H](C)[C@H](NC(=O)OC(C)(C)C)c1nnc(S(=O)(=O)Cc2cc(C)ccc2C)o1	-0.1	-31.9	35.1*	24.9	-2.1	-3.5	57.4*	1.9	3.2
Cn1c(SC2=CS(=O)(=O)c3ccccc32)nc2ccccc21	0.7	-33.9	50.1*	28.2	-1.2	-67.9	74.3*	-2.4	-2.1
CCCn1c(SCC(=O)Nc2cccc(NC(C)=O)c2)nnc1C(C)C	-0.3	17.9	-3.2	-19.0	-0.4	-0.1	-16.6	-24.1	-0.2
Cc1ccc(S(=O)(=O)Cn2cnnn2)cc1	-0.5	-15.8	-1.5	1.1	-1.0	12.8	-4.4	-13.6	18.3
